# Screening results: PubChem BioAssay, several laboratories
# N-glyco inh – N-linked glycosylation inhibition | D54 ERlucT glycosylation luciferase reporter, 24 h; percent of 100 nM tunicamycin response | reporter increase, % at 12.5 µM | hit rate 0.23% among 360,000;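 active = mean luciferase reporter signal, scaled so untreated is 0 and the glycosylation-blocking control 100, at or above a set limit in every replicate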;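 also: luciferase carries N-glycosylation sites so blocking glycosylation raises the light; 0% = median of neutral control wells and 100% = median of 100 nM tunicamycin wells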
# ABCB6 inh MLPCN – human ABCB6 transporter inhibition | K562-ABCB6 porphyrin accumulation, flow cytometry, 1 h; hits give low values | hit rate 0.19% among 360,000 | fluorescence ratio to DMSO, % at 10 µM | Q9NP58 | AID 602162;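 active = fluorescence ratio to DMSO below 75%, the collection mean minus 3 SD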;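 also: signal is porphyrin accumulated inside mitochondria; 100% equals median channel fluorescence of DMSO control wells; lower ratio means ABCB6 inhibition with less porphyrin fluorescence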
# CaV13 ICDI inh – Disruptors of the CACNA1D IQ motif to Ca2+-dependent inactivation inhibitor domain association, primary screening, Förster resonance energy transfer in intact living …; hit rate 0.098% among 340,000; HEK cells, CFP/YFP FRET ICDI-IQ, plate reader, 10 min; percent FRET-ratio fall versus neutral wells; inhibition, % at 12.3 µM; AID 743397;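 active = mean replicate inhibition of at least 30% and at least 1% of replicates passing that level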;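 also: 0% = median of the neutral control wells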
# MC4R antagonist – antagonists of human melanocortin 4 receptor (MC4R); inhibition, % at 6.5 µM; hit rate 0.48% among 360,000; P32245; MC4R-expressing cells, MTII-stimulated cAMP, LANCE TR-FRET;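 active = inhibition above its plate's cutoff, the mean of tested wells on that plate plus 3 SD, cut at about 29% in these data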;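 also: 0% = Melanotan II alone and 100% = Melanotan II plus saturating MCL0020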
# Target sequence (P32245 whole entry, looked up): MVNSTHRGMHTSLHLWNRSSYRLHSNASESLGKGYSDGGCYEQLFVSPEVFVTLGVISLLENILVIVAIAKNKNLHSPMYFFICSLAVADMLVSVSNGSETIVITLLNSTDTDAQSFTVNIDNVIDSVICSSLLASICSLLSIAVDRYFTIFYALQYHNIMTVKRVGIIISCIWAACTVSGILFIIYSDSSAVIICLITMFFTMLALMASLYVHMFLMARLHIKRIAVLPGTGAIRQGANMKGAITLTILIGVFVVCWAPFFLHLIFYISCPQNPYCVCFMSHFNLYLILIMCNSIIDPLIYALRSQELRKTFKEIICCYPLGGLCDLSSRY
#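 system = U2OS cells with stable human MC4R expression | also added = Melanotan II challenge after compound preincubation | dosing = one concentration, 6.5 µM nominal | incubation = compound 30 min, challenge 1 h, detection 1 h | measured by = TR-FRET with Eu-cAMP and labeled anti-cAMP, 671 nm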
# PDI turbidity – inhibitors of human protein disulfide isomerase; hit rate 0.052% among 350,000; P07237; inhibition, % at 10 µM; PDI insulin aggregation turbidity, A650, 90 min;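 active = mean inhibition across replicates of 30% or more, whatever share of single replicates reach that level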;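 also: absorbance from insulin aggregation driven by PDI reduction with DTT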
# H9c2 protect – myocardial damage modulation in H9c2 cells. H9c2 cardiomyocytes, H2O2 injury protection, ATPLite, 2 h. hit rate 0.63% among 360,000. protection from H2O2 cell death, % at 20 µM;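 active = compounds giving at least 50% protection of heart cells from peroxide-induced death in the single-dose screen, raw or plate-pattern-corrected value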;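 also: 0% = DMSO wells with peroxide and 100% = DMSO wells without peroxide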
# MC4R ag barr – human MC4R agonism via beta-arrestin; P32245; U2OS MC4R beta-arrestin complementation, luminescence; percent of melanotan II response, DMSO zero; activation, % at 8.9 µM; hit rate 0.98% among 360,000; AID 540308;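 active = activation above a per-plate cutoff, the mean activation of sample wells on that plate plus 3 SD, cut at about 8% in these data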
# Exocytosis inh – blocks lytic granule exocytosis; TALL-104 LAMP-1 surface exposure, flow cytometry; cells stimulated with thapsigargin and PMA; inhibition, % at 10 µM; hit rate 0.66% among 360,000;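 active = inhibition above about 55%, limit read from the data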
# HTR2A ag – activates the mouse 5-HT2A serotonin receptor. CHO-K1 mHTR2A beta-arrestin complementation, luminescence; percent of 30 µM serotonin response. hit rate 0.66% among 360,000. activation, % at 7.6 µM;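 active = activation above a run cutoff, the mean activation of all tested compounds plus 3 SD, cut at about 14% in these data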;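 also: 0% = plate median of compound wells and 100% = 30 µM serotonin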
# Target sequence (P35363 whole entry, looked up): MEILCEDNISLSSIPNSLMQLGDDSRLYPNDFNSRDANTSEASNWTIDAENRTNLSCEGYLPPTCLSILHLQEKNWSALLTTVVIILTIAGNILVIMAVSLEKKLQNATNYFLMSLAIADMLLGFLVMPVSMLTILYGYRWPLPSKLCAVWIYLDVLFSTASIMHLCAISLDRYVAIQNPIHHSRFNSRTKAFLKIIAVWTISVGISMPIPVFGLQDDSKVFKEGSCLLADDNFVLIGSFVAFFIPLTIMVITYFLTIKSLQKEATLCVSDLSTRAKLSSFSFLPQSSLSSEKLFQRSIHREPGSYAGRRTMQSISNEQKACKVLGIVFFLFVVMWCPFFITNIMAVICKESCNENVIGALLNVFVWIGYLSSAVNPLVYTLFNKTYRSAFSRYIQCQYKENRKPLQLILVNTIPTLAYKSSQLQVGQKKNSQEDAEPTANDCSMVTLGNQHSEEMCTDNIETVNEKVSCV
# ABHD5-PLIN5 inh – blocks binding of human ABHD5 to perilipin-5 | hit rate 0.78% among 360,000 | Split G. princeps luciferase complementation, luminescence, 4 h | AID 602281 | inhibition, % at 4 µM | Q00G26+Q8WTS1;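 active = inhibition above the mean inhibition across every tested compound plus 3 SD, cut at about 22% in these data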;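 also: 0% = DMSO only wells and the 100% control is not disclosed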
# Starred values were filed as active, the others as inactive; nt = not tested or not shown. Rows were taken by chance; 4.2% or so of the library scored in one or more.
SMILES,N-glyco inh,ABCB6 inh MLPCN,CaV13 ICDI inh,MC4R antagonist,PDI turbidity,H9c2 protect,MC4R ag barr,Exocytosis inh,HTR2A ag,ABHD5-PLIN5 inh
Cn1c(SCc2ccc(C(=O)Nc3nccs3)cc2)nnc1-c1ccccc1,9,102,-7,0,7,-7,-1.4,-6,9,5
Cc1cccc(C)c1NC(=O)CN1CCN(C/C=C/c2ccccc2)CC1,2,94,-7,nt,nt,0,nt,1,-2,0
CCc1ccc(Nc2n[n+](-c3ccccc3)c(-c3c(Cl)cccc3Cl)s2)cc1,9,93,-7,15,3,-11,0.2,-5,-18,0
Cc1ccc(S(=O)(=O)CC(N)=O)cc1,1,93,-9,-1,0,-8,1.9,-4,5,1
Cc1ccc(C(CCNC(C)c2cccs2)c2ccco2)cc1 (stereo unspecified),-4,98,-20,6,3,-10,4.2,7,-5,-1
OCCC1CN(Cc2cccc(-c3ccco3)c2)CCN1Cc1ccsc1 (stereo unspecified),-2,100,-19,-2,-3,0,-1.1,-5,-1,2
COc1ccc2nc(SCC(=O)c3c(N)n(C4CC4)c(=O)[nH]c3=O)[nH]c2c1,3,104,-2,-7,-8,6,-0.3,-4,3,0
Cc1ccc(C(=O)N[C@@H](C)CN2C3=NC[C@H](C(C)C)N3C[C@H]2Cc2ccc(O)cc2)cc1Br,-4,95,-4,1,15,0,-0.1,4,-11,9
O=c1c2ccccc2nc(-c2ccco2)n1/N=C/c1ccccc1O,2,89,0,6,-2,36,0.5,-4,5,-1
OCC1(Cc2ccc(Cl)cc2)CCN(CCCc2ccccc2)CC1,1,96,-7,1,-10,15,3.4,4,18*,6
COc1ccccc1NC(=O)C1=C(C)Nc2nc(-c3ccc(N(C)C)cc3)nn2C1c1ccncc1 (stereo unspecified),-6,96,nt,8,6,6,-1.0,-3,6,9
CCn1c(C(C)NC(C)=O)nc2ccccc21 (stereo unspecified),1,102,-9,15,nt,-3,-0.5,1,5,3
CCc1nnc(NC(=O)CN2CCN(c3ccccc3F)CC2)s1,1,106,-7,7,-1,6,-4.2,-1,8,-2
O=[N+]([O-])c1ccc(-c2nc(-c3ccncc3)no2)cc1,1,90,-3,3,-1,4,-0.4,2,1,-3
COc1ccc(C(=O)Cn2c(Br)nc3c2c(=O)n(C)c(=O)n3C)cc1,0,96,-4,8,0,15,0.7,-4,1,0

# Molecules above containing a furan ring, fused or not:
SMILES,N-glyco inh,ABCB6 inh MLPCN,CaV13 ICDI inh,MC4R antagonist,PDI turbidity,H9c2 protect,MC4R ag barr,Exocytosis inh,HTR2A ag,ABHD5-PLIN5 inh
Cc1ccc(C(CCNC(C)c2cccs2)c2ccco2)cc1 (stereo unspecified),-4,98,-20,6,3,-10,4.2,7,-5,-1
OCCC1CN(Cc2cccc(-c3ccco3)c2)CCN1Cc1ccsc1 (stereo unspecified),-2,100,-19,-2,-3,0,-1.1,-5,-1,2
O=c1c2ccccc2nc(-c2ccco2)n1/N=C/c1ccccc1O,2,89,0,6,-2,36,0.5,-4,5,-1

# Other structures follow.
SMILES,N-glyco inh,ABCB6 inh MLPCN,CaV13 ICDI inh,MC4R antagonist,PDI turbidity,H9c2 protect,MC4R ag barr,Exocytosis inh,HTR2A ag,ABHD5-PLIN5 inh
CCN1CCN(C(=S)c2ccc(-c3ccccc3)cc2)CC1,0,97,10,-2,6,1,-1.2,-1,-4,2
CS(=O)(=O)c1ccc2nc(NC(=O)c3cccc(Cl)c3)sc2c1,0,93,-5,-3,2,3,1.4,-12,-3,9
CCC(CC)COC(=O)C1=C(C)NC(=O)NC1c1ccc(OC)cc1 (stereo unspecified),-1,99,-3,-2,0,-8,-0.6,-19,2,-2
C[C@H](CO)N1C[C@H](C)[C@@H](CN(C)C(=O)CC2CC2)Oc2cc(Br)ccc2S1(=O)=O,0,98,-3,16,1,3,0.7,0,-6,-6
Cc1cc(NC(=O)CSc2nc3ccccc3n2CC(=O)N2CCC(C)CC2)no1,0,97,-4,-2,-7,20,-1.6,-5,3,3
CCCCn1c(N)c(N(CC(C)C)C(=O)c2cc(-c3ccco3)nc3ccccc23)c(=O)[nH]c1=O,-1,94,-6,7,-4,0,-3.6,-1,2,5
COc1ccc(N2CCN(C(=O)c3cc4c(s3)-c3ccccc3OC4)CC2)cc1,1,107,-7,17,nt,-6,0.6,1,1,5
Fc1ccccc1COc1cccc2cccnc12,-2,94,-2,-4,-6,-2,1.9,2,3,-9
Cc1nc(Cl)c(S(N)(=O)=O)c(C)c1Cl,0,102,-6,-8,3,10,-1.4,0,-4,2
Cc1ccc2c(c1)c(C)c(C)n2CC(O)Cn1nnc2ccccc21 (stereo unspecified),-6,267,-4,6,5,6,0.2,-3,4,9
COC(=O)c1ccc(NC(=O)CSC2=NC(=O)C(c3ccccc3)C(=O)N2)cc1 (stereo unspecified),1,91,-2,3,-1,4,-0.7,-3,-2,-2
Cc1c(NC(=O)c2ccccc2NC(=O)COc2ccccc2)cccc1C(=O)O,-1,95,-4,5,-2,9,-2.8,0,17*,-3
O=S(=O)(NCc1ccccn1)c1ccc2c(c1)OCCO2,1,80,-5,2,1,2,0.3,-4,1,3
CC1Sc2ccc(S(=O)(=O)CCC(=O)NC3CCCCCC3)cc2NC1=O (stereo unspecified),-1,93,-2,3,-19,-2,0.0,-8,2,-2
Cc1ccc(C(=O)NNC(=O)c2ccc(NS(=O)(=O)c3cccs3)cc2)s1,2,89,-6,-5,3,6,-1.2,20,-5,-14
O=C(NNC(=O)C1C2CCC(C2)C1C(=O)O)c1cccc(Cl)c1 (stereo unspecified),0,101,-4,5,-5,5,2.8,-1,2,4
COc1ccccc1N1CCN(C(=O)/C=C/c2ccc(C)cc2)CC1,0,96,-5,12,10,1,-2.2,-9,-4,-1
O=C(Nc1cccc(S(=O)(=O)N2CCCCC2)c1)C1CCC1,-2,101,-6,21,-3,0,-1.1,-2,4,-15
O=C(c1ccc2c(Cl)c3c(nc2c1)CCCC3)N1CCN(c2ccc(F)cc2)CC1,3,96,-5,1,nt,3,3.1,-2,-2,11
NC(=O)c1c(NC(=O)C(=O)NCCCN2CCOCC2)sc2c1CCCC2,-2,100,-3,2,1,2,-0.8,1,-1,0
O=C(O)C1C2C=CC(C2)C1C(=O)N1CCN(C/C=C/c2ccccc2)CC1 (stereo unspecified),-2,96,nt,6,6,-4,-0.5,-2,0,6
O=c1[nH]cc(COCc2ccccc2)c(=O)[nH]1,2,96,-5,10,-7,-1,-0.9,-3,-1,-3
COc1ccc(Cc2c(-c3cccc(Br)c3)nc3ccc(Br)cn23)c(C)c1,-2,104,-5,nt,nt,-3,nt,-8,-10,3
COc1cc2c(cc1NC(=O)/C=C/c1ccc([N+](=O)[O-])cc1)oc1ccccc12,-1,102,-5,8,-8,0,0.0,-2,2,2
COc1ccccc1C(=O)NC(=S)Nc1cc(C(=O)O)ccc1C,-1,100,-7,12,-5,-2,0.8,-4,3,-5
CC(C)(C)NC(=O)NC(=O)CN1C(=O)NC(C)(c2ccccc2)C1=O (stereo unspecified),-2,98,-5,1,1,2,0.3,-9,7,-8
COC(=O)c1ccc2c(c1)S(=O)(=O)NC(=NCCCN1CCOCC1)S2,2,97,-4,7,6,2,0.1,0,-4,1
CCOC(=O)CSc1nnc(CNc2ccccc2Cl)n1-c1ccccc1,1,94,-4,6,-2,0,-1.8,-1,0,2
CSc1ncnc2[nH]ccc12,-1,101,-9,3,-4,-1,-0.8,-5,2,2
O=C(c1ccc(F)cc1)C(C(=O)N1CCCCC1)n1ccccc1=O (stereo unspecified),-1,98,-7,1,-5,12,-2.7,-3,-2,-6
CC(=O)Nc1ccc(SC[C@H](Cc2ccccc2)N2CC[C@@H](O)CCC2=O)cc1,1,84,-6,1,0,14,-2.8,3,-2,-4
NC(N)=NS(=O)(=O)c1ccc(N/C=C\C(=O)c2ccncc2)cc1,5,103,-3,31*,-1,4,0.0,1,2,5
N#Cc1ccc(COC(=O)CN2C(=O)NC3(CCCC3)C2=O)cc1,1,100,-6,1,4,6,-2.5,-8,4,2
COc1ccc(N(CC(=O)Nc2c(C)n(C)n(-c3ccccc3)c2=O)S(=O)(=O)c2ccc(C)cc2)cc1,0,72*,1,0,-1,-7,1.0,-2,3,-7
O=C(c1ccc(O)cc1)c1ccc(Cl)cc1,-4,106,nt,0,0,-5,-0.9,0,2,0
Cc1ccc(/C=C/C(=O)OCC(=O)NCCN2C(=O)CSC2=O)cc1,2,96,12,2,9,-3,-0.6,-1,1,-5
Cc1ccc(N2CC(c3nc4ccccc4n3C)CC2=O)cc1 (stereo unspecified),2,98,-5,23,7,2,0.5,-2,-1,-11
COc1cccc(CN(C)C(=O)c2cccc(S(=O)(=O)N3CCN(c4ccc(F)cc4)CC3)c2)c1OC,-7,95,-7,12,4,-13,-3.3,11,-2,-6
CCN(CC)C(=O)Cn1c(=O)n(-c2ccc(CC(=O)NCc3ccccc3)cc2)c(=O)c2sccc21,1,103,-7,12,7,4,-0.1,7,0,-2
COc1ccccc1/C=N/NC(=O)c1ccccc1Cl,2,102,-14,0,10,0,-0.8,4,-6,-7
Cc1cc(C)c(N=C2SCC(=O)N2Cc2ccco2)c(C)c1,-1,103,-4,0,6,-1,2.2,-19,3,-1
N=c1c(C(=O)NCc2ccco2)cc2c(=O)n3ccccc3nc2n1C1CCCC1,5,107,8,-1,5,13,0.2,-2,4,23*
COc1ccc(C2=NN(C(=O)c3ccccc3C(=O)O)C(c3ccccc3O)C2)cc1 (stereo unspecified),-2,99,-2,15,-4,6,0.1,2,0,8
COc1ccccc1Nc1ccc([N+](=O)[O-])cn1,4,98,-3,3,-1,1,1.9,0,-3,-3
Cc1ccccc1OCC(=O)Nc1ccc(C(=O)Nc2ccccc2C(=O)O)cc1,-1,99,nt,3,-1,0,-0.9,-6,1,3
COc1ccccc1CNC(=O)COc1cc(O)c2c(c1)OC(C)(C)CC2=O,-3,96,nt,1,nt,1,0.3,2,2,2
COc1ccc(-n2cc(CNCCCn3ccnc3)c(-c3ccccc3Cl)n2)cc1,0,104,-5,9,2,8,-2.7,20,-8,4
CCOC(=O)C1CCN(S(=O)(=O)c2ccc3c(c2)CCN3C(C)=O)CC1,1,93,-5,16,1,-9,-2.9,-2,3,-5
O=C(NCC(c1cccs1)N1CCOCC1)c1cnc(Cl)c(Cl)c1 (stereo unspecified),10,98,-4,30*,-19,-6,-4.0,2,2,-10
O=C(CCOc1ccccc1)Nc1ccc([N+](=O)[O-])cc1,-1,98,6,4,1,4,0.2,-5,4,-8
C[C@@H](C(=O)NC1CCCC1)N1C(=O)N2CCc3c([nH]c4ccccc34)[C@@]2(C)C1=O,2,102,nt,9,nt,-4,-0.5,0,0,1
CCC(=O)N1CCN(c2ccc(NC(=O)c3cccs3)cc2)CC1,-2,88,-9,-4,-4,5,-1.1,-2,-2,4
O=C(CSc1n[nH]c(=O)n1CCc1ccccc1)NC1CCCC1,0,94,-6,13,-4,-1,-0.7,-1,4,4
